U2OS ROS induce = cancer cell ROS induction | U2OS ROS induction, H2DCF-DA fluorescence | ROS induction (% of piperlongumine), % at 10 µM | 46,000 tested, 2% active | AID 624156; in the data active = ROS induction above about 79%, passing the limit was not always enough;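 also: 0% = DMSO vehicle median and 100% = reference compound median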
* = called active by the depositor.

`Cc1noc(C)c1NC(=O)N(C)C[C@@H]1Oc2ccc(NS(=O)(=O)c3cccs3)cc2CC(=O)N([C@H](C)CO)C[C@H]1C` gave U2OS ROS induce 14.1.
`C[C@H](CO)N1C[C@H](C)[C@H](CN(C)Cc2ccc(C(=O)Nc3ccccc3N)cc2)Oc2ccc(NC(=O)CCC(F)(F)F)cc2C1=O` gave U2OS ROS induce 7.1.
`C[C@H]1CN([C@@H](C)CO)C(=O)Cc2cc(NC(=O)Cn3cnnn3)ccc2O[C@@H]1CN(C)S(=O)(=O)c1cccs1` gave U2OS ROS induce 15.9.
For CCOC(=O)c1nc(C)sc1-c1ccnn1S(=O)(=O)c1ccc(Cl)cc1Cl the results were U2OS ROS induce 54.8.
For C[C@@H]1CN([C@@H](C)CO)C(=O)c2cccc(NC(=O)C3CCCCC3)c2O[C@@H]1CN(C)Cc1ccc(C(=O)Nc2ccccc2N)cc1 the results were U2OS ROS induce 30.9.
Screening COc1ccc(NC(=O)CNS(=O)(=O)c2ccc(C)cc2)cc1Cl returned U2OS ROS induce 2.4.
For C[C@@H]1CCCCO[C@@H](CN(C)C(=O)CCCN(C)C)[C@@H](C)CN([C@H](C)CO)C(=O)c2cc(NS(=O)(=O)c3cccs3)ccc2O1 the results were U2OS ROS induce 0.3.
`CC(C)NC(=O)N(C)C[C@H]1Oc2c(NC(=O)Nc3ccc4c(c3)OCO4)cccc2C(=O)N([C@H](C)CO)C[C@@H]1C` gave U2OS ROS induce -8.7.
C/C(=C/CCC(CO)C1CCC2(C)C3CCC4C(C)(C)C(OC5OC(CO)C(O)C(O)C5O)CCC45CC35CCC12C)COC1OC(COC2OC(CO)C(O)C(O)C2O)C(O)C(O)C1O (stereo unspecified) was read as U2OS ROS induce -7.0.
For COC(=O)C1=COC(OC2OC(CO)C(O)C(O)C2O)C2C1C=CC2(O)CO (stereo unspecified) the results were U2OS ROS induce -11.8.
`C[C@@H]1CN([C@@H](C)CO)C(=O)c2cc(NS(=O)(=O)c3ccccc3)ccc2O[C@H]1CN(C)S(=O)(=O)c1ccccc1` gave U2OS ROS induce 1.4.
`Cc1c(C#N)c(Sc2cccc(C(F)(F)F)c2)nc2ccccc12` gave U2OS ROS induce -10.3.
`C[C@@H]1CN([C@@H](C)CO)C(=O)c2cc(NC(=O)Nc3ccc(C(F)(F)F)cc3)ccc2O[C@H]1CN(C)Cc1ccc(Oc2ccccc2)cc1` gave U2OS ROS induce 30.8.
Screening O=c1c2c3c(sc2ncn1-c1ccccc1)CCCC3 returned U2OS ROS induce 3.6.
Screening C[C@@H]1CN([C@@H](C)CO)C(=O)c2cc(NC(=O)C3CCCCC3)ccc2O[C@H]1CN(C)S(=O)(=O)c1ccccc1 returned U2OS ROS induce -5.1.
C[C@H]1CN([C@@H](C)CO)C(=O)c2cc(NC(=O)Cc3ccccc3)ccc2O[C@H]1CN(C)Cc1ccc(C(=O)O)cc1 was read as U2OS ROS induce -5.5.
`Cc1cc2c(cc3c(SCC(=O)Nc4ccccc4F)nncn32)o1` gave U2OS ROS induce 17.8.
Cc1noc(C)c1NC(=O)Nc1ccc2c(c1)CC(=O)N([C@@H](C)CO)C[C@H](C)[C@@H](CN(C)Cc1ccncc1)O2 was read as U2OS ROS induce -3.3.
`COc1ccc(OC)c(NC(=O)CN(c2ccc(Br)c(C)c2)S(C)(=O)=O)c1` gave U2OS ROS induce 7.6.
Screening C[C@@H]1CN([C@@H](C)CO)C(=O)c2cccc(NC(=O)Nc3ccc(F)cc3)c2O[C@H]1CN(C)C(=O)Nc1ccc(F)cc1 returned U2OS ROS induce -6.9.
`COc1ccc(NC(=O)Nc2ccc3c(c2)C(=O)N([C@H](C)CO)C[C@H](C)[C@H](CN(C)C(=O)NC(C)C)OCCCC[C@@H](C)O3)cc1` gave U2OS ROS induce 27.5.
For CCc1ccc(OCC(=O)Nc2ccc(-c3nc4ccccc4s3)c(O)c2)cc1 the results were U2OS ROS induce -7.5.
COCCN1C(=O)/C(=C/c2cc(C)n(-c3ccncc3)c2C)C(=O)N(c2ccccc2)C1=O was read as U2OS ROS induce 2.0.
`C[C@@H]1CN([C@@H](C)CO)C(=O)c2cccc(NS(=O)(=O)c3cccs3)c2O[C@@H]1CN(C)CC1CCCCC1` gave U2OS ROS induce 2.5.
Screening C[C@@H]1CN([C@H](C)CO)C(=O)c2cc(NC(=O)Nc3cccc4ccccc34)ccc2O[C@H]1CN(C)Cc1ccc(C(=O)O)cc1 returned U2OS ROS induce 11.6.
For C[C@H](CO)N1C[C@H](C)[C@H](CN(C)Cc2ccc(Cl)c(Cl)c2)Oc2ccc(NC(=O)Cn3cnnn3)cc2C1=O the results were U2OS ROS induce -12.5.
O=C(N/N=C/c1cccc(Oc2ccccc2)c1)c1ccccn1 was read as U2OS ROS induce 17.1.
`O=C(CSc1n[nH]c(=O)n1Cc1ccco1)Nc1ccccc1` gave U2OS ROS induce -12.7.
`O=C(CNS(=O)(=O)c1cccc(C(F)(F)F)c1)Nc1ccccc1F` gave U2OS ROS induce -1.5.
Screening Cc1noc(C)c1NC(=O)N(C)C[C@@H]1Oc2c(NC(=O)c3ccc(-c4nccs4)cc3)cccc2C(=O)N([C@@H](C)CO)C[C@H]1C returned U2OS ROS induce -6.7.
Screening CNC[C@H]1Oc2ccc(NC(=O)C3CC3)cc2C(=O)N([C@@H](C)CO)C[C@@H]1C returned U2OS ROS induce -6.6.
`CC(=O)O[C@H]1CC[C@@]2(C)C(CC[C@]3(C)C2C(=O)C=C2C4[C@@H](C)[C@H](C)CC[C@]4(C(=O)O)CC[C@]23C)C1(C)C` (stereo partly specified) gave U2OS ROS induce -17.1.
CNC[C@@H]1Oc2ccc(NS(=O)(=O)c3cccs3)cc2C(=O)N([C@@H](C)CO)C[C@H]1C was read as U2OS ROS induce 36.0.
`COc1ccc(NC=O)c(CS(=O)(=O)c2ccc(C)cc2)n1` gave U2OS ROS induce -10.7.
For C=CCN1C(=O)C2(c3ccccc31)c1c(oc3ccccc3c1=O)C(=O)N2CCCO (stereo unspecified) the results were U2OS ROS induce -7.1.
CCc1c(C)nc(SCC(=O)Nc2ccc(C(=O)OC)cc2)[nH]c1=O was read as U2OS ROS induce 4.0.
For C[C@H](CO)N1C[C@H](C)[C@H](CN(C)C(=O)Nc2ccc3c(c2)OCO3)Oc2ncc(C#Cc3cccc(F)c3)cc2C1=O the results were U2OS ROS induce 93.9*.
For COC(=O)c1ccc(NC(=O)CN(c2ccc(C)c(Cl)c2)S(C)(=O)=O)cc1 the results were U2OS ROS induce 8.4.
Screening C[C@H](CO)N1C[C@H](C)[C@@H](CN(C)S(=O)(=O)c2ccc(Cl)cc2)Oc2ccc(NC(=O)Cc3cn(C)c4ccccc34)cc2C1=O returned U2OS ROS induce 5.8.
CCOC(=O)c1cnc2cc(C(F)(F)F)ccc2c1N1CC(C)CC(C)C1 (stereo unspecified) was read as U2OS ROS induce 0.8.
O=C(C1=C[C@H](c2ccc3c(c2)Cc2ccccc2-3)C[C@H](OCc2ccc(CO)cc2)O1)N1CCCCC1 was read as U2OS ROS induce 29.9.
Screening O=C(Nc1ccc(S(=O)(=O)Nc2nccs2)cc1)c1cc2ccccc2oc1=O returned U2OS ROS induce -5.9.
C(=N\n1cnnc1)/c1ccccn1 was read as U2OS ROS induce -5.7.
`CCCc1cc(=O)oc2cc(OCc3cc(C(=O)O)oc3C)ccc12` gave U2OS ROS induce -8.4.
`CC(C)N(Cc1nc(-c2ccc(Cl)cc2)no1)S(=O)(=O)c1cccc([N+](=O)[O-])c1` gave U2OS ROS induce -7.1.
`C[C@H](CO)N1C[C@H](C)[C@H](CN(C)Cc2ccc3c(c2)OCO3)OCc2cn(nn2)CCCC1=O` gave U2OS ROS induce 13.4.
For Cc1ccc(SCC(=O)N2CCc3ccccc32)cc1 the results were U2OS ROS induce 12.9.
C[C@@H]1CN([C@H](C)CO)C(=O)CCCn2nncc2CO[C@H]1CN(C)C(=O)Nc1ccccc1F was read as U2OS ROS induce 2.0.
For COc1ccc(NC(=O)N(C)C[C@H]2Oc3ccc(NC(=O)Nc4ccccc4)cc3CC(=O)N([C@@H](C)CO)C[C@@H]2C)cc1 the results were U2OS ROS induce -7.6.
C[C@H](CO)N1C[C@H](C)[C@H](CN(C)C(=O)NC2CCCCC2)Oc2ccc(NC(=O)CCN3CCOCC3)cc2C1=O was read as U2OS ROS induce -7.0.
For C[C@H]1CN([C@@H](C)CO)C(=O)Cc2cc(NS(=O)(=O)c3cccs3)ccc2O[C@@H]1CN(C)S(=O)(=O)c1ccc(Cl)cc1 the results were U2OS ROS induce -1.7.
COc1ccc(CCNc2nc(SCC(=O)c3ccc(F)cc3)nc3ccccc23)cc1OC was read as U2OS ROS induce 5.0.
For CCOC(=O)c1c(NC(=O)c2cccc(S(=O)(=O)N3CCCCCC3)c2)sc2c1CCC2 the results were U2OS ROS induce 15.7.
Screening Cn1c(SCC(=O)c2ccc(Cl)cc2)nnc1-c1ncc(C(F)(F)F)cc1Cl returned U2OS ROS induce -5.1.
Screening C[C@@H]1CN([C@H](C)CO)C(=O)c2cccc(NS(=O)(=O)c3ccc(Cl)cc3)c2O[C@@H]1CN(C)S(=O)(=O)c1cn(C)cn1 returned U2OS ROS induce -7.5.
`C[C@@H]1CCCCO[C@H](CN(C)C(=O)CCCN(C)C)[C@@H](C)CN([C@H](C)CO)C(=O)c2cc(NC(=O)Nc3ccc(F)cc3)ccc2O1` gave U2OS ROS induce 6.2.
For COc1ccc(S(=O)(=O)Nc2ccc3c(c2)CC(=O)N([C@H](C)CO)C[C@@H](C)[C@@H](CN(C)C(=O)Nc2c(C)noc2C)O3)cc1 the results were U2OS ROS induce -3.1.
For C=CCOC(=O)[C@H]1[C@@H]2C(=O)O[C@@H](c3ccccc3)[C@@H](c3ccccc3)N2[C@@H](c2ccc(OCCOC(=O)[C@@H]3C[C@@H]4C(=O)N[C@@H](CC(C)C)C(=O)N4[C@@H]3c3ccc(O)cc3)cc2)[C@]12C(=O)Nc1ccc(I)cc12 the results were U2OS ROS induce 0.0.
For COc1ccc(S(=O)(=O)Nc2cccc3c2O[C@@H](CN(C)S(=O)(=O)c2ccccc2)[C@@H](C)CN([C@H](C)CO)C3=O)cc1 the results were U2OS ROS induce -3.1.
Screening Cc1cc(SCC(=O)Nc2cccc(Br)c2)nc2c(C)cccc12 returned U2OS ROS induce -4.7.
For C[C@H](CO)N1C[C@H](C)[C@@H](CN(C)CC2CC2)Oc2c(NS(=O)(=O)c3ccccc3)cccc2C1=O the results were U2OS ROS induce -8.6.
For Cc1ccc(S(=O)(=O)N(C)C[C@@H]2Oc3c(cccc3N(C)C)C(=O)N([C@@H](C)CO)C[C@H]2C)cc1 the results were U2OS ROS induce -3.7.
Cc1ccccc1NC(=O)C(CC(C)C)N1C(=O)c2ccccc2C1=O (stereo unspecified) was read as U2OS ROS induce -15.4.
Cc1cc2c(c(=O)n1CCN(C)C)C(c1ccncc1)C(C#N)=C(N)O2 (stereo unspecified) was read as U2OS ROS induce 3.4.
Screening CCOC(=O)c1c(CS(=O)(=O)Cc2ccc(Cl)cc2)oc2c(F)c(F)c(F)c(F)c12 returned U2OS ROS induce -2.0.
Screening C[C@@H]1CCCCO[C@H](CN(C)Cc2ccc3c(c2)OCO3)[C@@H](C)CN([C@H](C)CO)C(=O)c2cc(NC(=O)Nc3cccc4ccccc34)ccc2O1 returned U2OS ROS induce 23.8.
Screening COc1ccc(S(=O)(=O)N(C)C[C@@H]2Oc3ccc(NC(=O)NC(C)C)cc3CC(=O)N([C@H](C)CO)C[C@@H]2C)cc1 returned U2OS ROS induce 7.1.
For C=C1CCC(C)C(C)(CCC2=CC(=O)OC2O)C/C=C\C=C/1C(=O)O (stereo unspecified) the results were U2OS ROS induce -11.1.
`CC1CCCC(C)N1NC(=O)c1ccc(Cl)c(S(N)(=O)=O)c1` (stereo unspecified) gave U2OS ROS induce -20.2.
`Cn1nc(CC(=O)Nc2ccc(OC(=O)c3ccccc3)cc2)c2ccccc2c1=O` gave U2OS ROS induce -4.3.
`Cc1nn2c3ccccc3n(C)c2c1C(=O)CN1CCOCC1` gave U2OS ROS induce 18.0.
`CCOC(=O)c1ccccc1NC(=O)COc1ccccc1Br` gave U2OS ROS induce 1.6.
Cc1ccc(S(=O)(=O)Nc2cccc3c2O[C@@H](CN(C)C(=O)Nc2ccccc2)[C@H](C)CN([C@H](C)CO)C3=O)cc1 was read as U2OS ROS induce 6.1.
For COc1ccc(NC(=O)N(C)C[C@@H]2Oc3c(NC(=O)Nc4cccc5ccccc45)cccc3C(=O)N([C@@H](C)CO)C[C@H]2C)cc1 the results were U2OS ROS induce 24.6.
O=C(NC(=O)c1ccccc1Cl)NC1CC1 was read as U2OS ROS induce -7.2.
`C[C@H](CO)N1C[C@H](C)[C@H](CN(C)Cc2ccc(C(=O)Nc3ccccc3N)cc2)Oc2ccc(N(C)C)cc2CC1=O` gave U2OS ROS induce 36.8.

Nine entries already listed, ordered by SMILES length, rising.
O=C(NC(=O)c1ccccc1Cl)NC1CC1 was read as U2OS ROS induce -7.2.
`CCOC(=O)c1ccccc1NC(=O)COc1ccccc1Br` gave U2OS ROS induce 1.6.
`CC1CCCC(C)N1NC(=O)c1ccc(Cl)c(S(N)(=O)=O)c1` (stereo unspecified) gave U2OS ROS induce -20.2.
Cc1ccccc1NC(=O)C(CC(C)C)N1C(=O)c2ccccc2C1=O (stereo unspecified) was read as U2OS ROS induce -15.4.
For C=C1CCC(C)C(C)(CCC2=CC(=O)OC2O)C/C=C\C=C/1C(=O)O (stereo unspecified) the results were U2OS ROS induce -11.1.
`Cn1nc(CC(=O)Nc2ccc(OC(=O)c3ccccc3)cc2)c2ccccc2c1=O` gave U2OS ROS induce -4.3.
For Cc1ccc(S(=O)(=O)N(C)C[C@@H]2Oc3c(cccc3N(C)C)C(=O)N([C@@H](C)CO)C[C@H]2C)cc1 the results were U2OS ROS induce -3.7.
Screening COc1ccc(S(=O)(=O)N(C)C[C@@H]2Oc3ccc(NC(=O)NC(C)C)cc3CC(=O)N([C@H](C)CO)C[C@@H]2C)cc1 returned U2OS ROS induce 7.1.
For COc1ccc(NC(=O)N(C)C[C@@H]2Oc3c(NC(=O)Nc4cccc5ccccc45)cccc3C(=O)N([C@@H](C)CO)C[C@H]2C)cc1 the results were U2OS ROS induce 24.6.

Assay outcomes from PubChem.

These rows are one share of the data; rates above refer to the full screens.
